G9a inh – inhibitors of human histone lysine methyltransferase G9a | Q96KQ7 | G9a H3K9 monomethylation, AlphaScreen, 2 h | Potency, µM (doses to about 102 µM), for the others: at the highest dose activity, negative = inhibition, usual class: inhibitors | actives 8.8% (n = 350,000); also: potency is read from the fitted curve at half-maximal effect; % is scaled to controls: 0 for no effect and ±100 for the full control effect; nearly all actives have a fitted effect of over 75% in size
Target sequence (Q96KQ7 913-1193 limits assumed): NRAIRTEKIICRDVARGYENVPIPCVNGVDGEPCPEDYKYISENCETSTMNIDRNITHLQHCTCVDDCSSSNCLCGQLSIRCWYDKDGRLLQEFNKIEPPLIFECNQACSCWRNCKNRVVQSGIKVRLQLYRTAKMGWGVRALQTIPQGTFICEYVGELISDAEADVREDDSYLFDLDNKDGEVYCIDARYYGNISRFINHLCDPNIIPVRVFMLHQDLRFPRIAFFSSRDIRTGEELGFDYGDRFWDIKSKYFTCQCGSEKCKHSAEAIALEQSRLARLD
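G9a (20 nM) was preincubated 15 min with compound, then reacted 2 h at room temperature with 500 nM biotin-H3K9 peptide and 20 µM SAM. Monomethyl-H3K9 detected by AlphaScreen using anti-H3K9me1 antibody.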
GLS inhibitor – inhibitors of human glutaminase (GLS); GLS enzymatic activity, qHTS titration; Potency, µM (top dose mostly 45.5 µM), for inactives: at the highest dose activity change, negative = inhibition, most hits filed as inhibitors; actives 0.21% (n = 410,000); also: potency is read from the fitted curve at half-maximal effect; % is scaled to controls: 0 for no effect and ±100 for the full control effect
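Coupled fluorescence readout: glutamate oxidase/HRP/Amplex Red detect glutamate formed by hKGA from L-glutamine (1 mM solution added). Buffer 45 mM KH2PO4 pH 8.2, 0.02% Tween-20; reads at t0 and 30 min RT.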
HP1b binding inh – inhibitors of HP1-beta chromodomain binding to methylated histone tails. actives 0.56% (n = 390,000). P83916. AlphaScreen HP1-beta / biotin-H3K9me3 peptide binding. AID 540317. Potency, µM (titrated, usually from 114 µM), for inactives: top-dose activity change, negative = inhibition, most hits filed as inhibitors; also: potency is read from the fitted curve at half-maximal effect; nearly all actives have a fitted effect of over 70% in size; inactives centre near 23
Target sequence (P83916 whole entry, looked up): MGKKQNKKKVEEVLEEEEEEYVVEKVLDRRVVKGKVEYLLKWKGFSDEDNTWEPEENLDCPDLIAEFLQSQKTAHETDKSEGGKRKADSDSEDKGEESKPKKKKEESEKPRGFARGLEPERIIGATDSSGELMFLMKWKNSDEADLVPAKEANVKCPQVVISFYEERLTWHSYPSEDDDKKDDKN
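Compound inhibition of the preformed complex between 50 nM HP1-beta and 50 nM biotinylated H3K9me3 peptide was read by AlphaScreen. Buffer was PBS pH 7.4 with 0.01% Tween-20. Incubations ran 30 min at room temperature, with 10 ug/mL donor/acceptor beads.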
PI4K2A inh – blocks human PI4K2A kinase activity | Q9BTU6 | purified PI4K2A, ADP-Glo luminescence, 1 h; stronger effect = lower value | activity change, negative = inhibition, % at 76.9 µM | actives 0.13% (n = 420,000) | AID 1346378; in the data active = activity change below about -50%; inconclusive = mostly about -30% to -49%;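 also: -100% = wells without enzyme as full effect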
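Compounds are screened against recombinant PI4K2A using PI as substrate and ATP, the latter dispensed at 300 microM. Reactions run one hour at ambient temperature before ADP-Glo detection; full inhibition defined by wells lacking enzyme.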
Tb PGK inh – inhibitors of T. brucei phosphoglycerate kinase | P07378 | AID 602233 | Potency, µM (titrated, usually from 57.5 µM), for the others: top-dose activity change, negative = inhibition, most hits filed as inhibitors | actives 0.043% (n = 380,000) | PGK/GAPDH coupled, Kinase-Glo luminescence, 60 min; also: potency is read from the fitted curve at half-maximal effect; % is scaled to controls: 0 for no effect and ±100 for the full control effect; nearly all actives have a fitted effect of over 60% in size
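Recombinant glycosomal PGK reaction used 1,3-bisphosphoglycerate generated in-well by GAPDH (100nM final) in 100mM TEA pH 7.6, 5mM MgCl2, 0.01% Tween-20. After 60 minutes at room temperature, ATP was read by Kinase-Glo Plus luminescence end-point.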
BAZ2B block – BAZ2B (human) inhibition; Q9UIF8; AID 504333; actives 4.4% (n = 360,000); Potency, µM (titrated, usually from 114 µM), for the others: top-dose activity change, negative = inhibition, hits mostly inhibitors; AlphaScreen BAZ2B-H3K14Ac peptide displacement; also: potency is read from the fitted curve at half-maximal effect; % is scaled to controls: 0 for no effect and ±100 for the full control effect; nearly all actives have a fitted effect of over 60% in size
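Protein-peptide AlphaScreen: BAZ2B 50 nM, b-H3K14Ac 50 nM, 1x PBS pH 7.4 + 0.01% Tween-20. Preincubation 30 min RT; cpd 30 min RT (top 110 uM); beads 20 min RT, light-protected.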
Pin1 inhibitor – inhibitors of human Pin1 | AID 504891 | Q13526 | Potency, µM (highest dose often 115 µM), for the others: top-dose activity, negative = inhibition, actives largely listed as inhibitors | Pin1 FP peptide displacement, HiFluor488, 10 min | actives 0.009% (n = 390,000); active = well fitted inhibition curve with a large enough effect in the polarisation, with a control signal flat, not every such curve was filed as active; inconclusive = small, poorly fitted or top-dose-only effect, or effect the other way, or a change in a side signal; inactive = no such curve, though single readings can be large or run the other way; the % refers to the polarisation; also: potency is read from the fitted curve at half-maximal effect; % is scaled to controls: 0 for no effect and ±100 for the full control effect
Target sequence (Q13526 whole entry, looked up): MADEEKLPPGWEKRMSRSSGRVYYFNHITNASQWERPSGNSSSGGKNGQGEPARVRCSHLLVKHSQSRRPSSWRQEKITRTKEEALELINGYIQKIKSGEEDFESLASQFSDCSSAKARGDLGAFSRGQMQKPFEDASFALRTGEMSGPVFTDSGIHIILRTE
Pol eta inh – DNA polymerase eta (human) inhibition; Potency, µM (doses to about 114 µM), for inactives: at the highest dose activity change, negative = inhibition, usual class: inhibitors; actives 1.2% (n = 390,000); AID 588591; Q9Y253; recombinant Pol eta, fluorescent DNA replication assay; also: potency is read from the fitted curve at half-maximal effect; % is scaled to controls: 0 for no effect and ±100 for the full control effect
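Pol eta (10 nM) was preincubated with compounds for 15 min at room temperature, after which fluorescent replication substrate (50 nM final) was added to start the reaction. Fluorescence was read kinetically at 0 and 10 min.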
JMJD2A Tudor – blocks the human JMJD2A Tudor domain; actives 4.4% (n = 390,000); AlphaScreen JMJD2A-Tudor / H3K4me3 peptide binding; Potency, µM (top dose mostly 114 µM), for inactives: at the highest dose activity change, negative = inhibition, hits mostly inhibitors; O75164; AID 504339; also: potency is read from the fitted curve at half-maximal effect; % is scaled to controls: 0 for no effect and ±100 for the full control effect; nearly all actives have a fitted effect of over 50% in size
The depositor's hits bear a star; i = inactive; ? = inconclusive; . = no result given; [ ] = dose if it differs, or a comment. Unless noted, calls follow the shape of the dose curve; as a rule, active = well fitted curve in the direction sought with a large enough effect; inconclusive = small, poorly fitted or top-dose-only effect, or another doubt; inactive = no such curve, though single readings can be large; an effect the other way counts as inactive or inconclusive. Some of the compounds tested, so the mix of outcomes need not match the whole.

Screens by letter: A = G9a inh; B = GLS inhibitor; C = HP1b binding inh; D = PI4K2A inh; E = Tb PGK inh; F = BAZ2B block; G = Pin1 inhibitor; H = Pol eta inh; I = JMJD2A Tudor
SMILES: O=C(CSc1nc2ccccc2c(=O)n1-c1ccc(SC(F)F)cc1)Nc1ccc(N2CCOCC2)cc1
  A = -14.5%[59 µM]	B = 1.2%	C = 63.9%[activator]	D = 0.4	E = i	F = -6.5%	G = 3.0%	H = -14.1%	I = -8.3%
SMILES: COc1cccc(-c2c(C(=O)N/N=C/c3cccs3)nnn2-c2nonc2N)c1
  A = 7.4%	B = 20.6%	C = 41.5%[activator]	D = -6.6	E = 5.6%	F = ?	G = 5.2%	H = -15.2%	I = -12.8%
SMILES: COc1cc(C(=O)NCc2nnc(SCC(=O)NCc3ccco3)o2)cc(OC)c1OC
  A = .	B = -8.7%	C = 17.7%	D = 0.6	E = i	F = -8.5%	G = 0.7%	H = -2.8%	I = -18.8%
SMILES: CCCC(O)c1nc2ccccc2n1CCCOc1ccc(Cl)cc1 (centres undefined)
  A = -44.2%[59 µM]	B = -5.5%	C = 41.5%[activator]	D = 2.6	E = -1.2%	F = 2.0%	G = -7.1%	H = -17.9%	I = -7.6%
SMILES: CS(=O)(=O)C1=C(O)C(=O)N(CCCC(=O)O)C1c1ccccc1F (centres undefined)
  A = -7.6%[59 µM]	B = -2.2%	C = 15.1%	D = -6.5	E = -9.0%	F = -3.1%	G = -14.3%	H = 2.7%	I = 50.1µM*
SMILES: CCOc1ccc(CC(=O)Nc2cccc(-c3ccc4nnc(C)n4n3)c2)cc1
  A = -31.1%	B = -3.6%	C = 24.4%	D = -0.8	E = -7.1%	F = .	G = 1.7%	H = 2.0%	I = -20.3%
SMILES: Clc1ccc(CN2C3=NCCN3c3ccccc32)cc1
  A = -8.1%	B = 5.4%	C = 24.5%	D = 4.2	E = 2.4%	F = -4.2%	G = 2.4%	H = -15.8%	I = -0.8%
SMILES: O=C(Nc1ccc(-c2csnn2)cc1)C1CC1
  A = 26.3%	B = ?	C = 37.7%[activator]	D = -18.9	E = 2.0%	F = -12.9%	G = 4.8%	H = -19.9%	I = 5.3%
SMILES: COc1ccc(OC)c(C2C(C(=O)c3cccs3)=C(O)C(=O)N2CCN2CCOCC2)c1 (centres undefined)
  A = 44.7µM*	B = -0.8%	C = 25.3%	D = 0.7	E = -0.6%	F = 20.0%	G = 1.7%	H = 2.8%	I = -0.4%
SMILES: Cc1ccc(C(=O)OC(C)CN2CCOCC2)cc1 (centres undefined)
  A = -25.4%	B = -0.9%	C = 39.5%[activator]	D = 1.9	E = -2.3%	F = -16.0%	G = 6.3%	H = -16.7%	I = -14.4%
SMILES: Cn1cnc2cc(NC(=O)c3cccs3)ccc21
  A = .	B = -3.7%	C = 44.2%[activator]	D = -1.5	E = -5.4%	F = 5.5%	G = -0.1%	H = -18.2%	I = -5.6%
SMILES: Cc1ccc(S(=O)(=O)Nc2ccccc2C=NNC(=O)c2ccncc2)cc1
  A = .	B = 4.2%	C = .	D = -9.0	E = -9.0%	F = .	G = .	H = -17.2%	I = .
SMILES: O=C1CC2(CCN(C(=O)COc3ccccc3F)CC2)Oc2ccccc21
  A = -3.7%	B = 1.1%	C = 14.6%	D = 8.2	E = -4.4%	F = 12.6%	G = -6.9%	H = -10.0%	I = -23.4%
SMILES: Cc1c2ccccc2c(C)c2c1ccc1ccccc12
  A = 300.0%[activator][59 µM]	B = -6.3%	C = 167.9%[activator]	D = 1.6	E = 8.0%	F = 257.0%[activator]	G = 9.6%	H = -7.3%	I = 94.5%[activator]
SMILES: NC(CCCCCP(=O)(c1ccccc1)c1ccccc1)C(=O)O (centres undefined)
  A = ?	B = ?	C = -1.0%	D = -0.7	E = -8.1%	F = -17.8%	G = ?	H = -0.4%	I = 10µM*

Later entries:
Screens by letter: A = G9a inh; B = GLS inhibitor; C = HP1b binding inh; D = PI4K2A inh; E = Tb PGK inh; F = BAZ2B block; G = Pin1 inhibitor; H = Pol eta inh; I = JMJD2A Tudor
SMILES: CCN(C(=O)c1ccc2c(OC)n(CC)nc2c1)c1ccc(OC)cc1
  A = -5.4%[12.7 µM]	B = -7.6%	C = 45.0%[activator]	D = 0.8	E = -6.3%	F = -5.9%	G = -9.5%	H = -16.9%	I = -12.0%
SMILES: COc1ccc(NC(=O)c2csnn2)cc1Cl
  A = ?	B = -13.2%	C = -18.1%	D = 0.4	E = .	F = -32.3%	G = -8.9%	H = .	I = -19.2%
SMILES: COc1ccc(Cn2ccc(=O)c(Cc3c(Cl)cccc3Cl)c2C)cc1
  A = 36.4%[0.501 µM]	B = -3.9%	C = 32.9%[activator]	D = -0.8	E = -14.5%	F = -3.5%[57.1 µM]	G = -2.1%	H = -1.5%	I = -12.8%
SMILES: C#CCOCCOCCOCCNc1nc(N2CCN(C(=O)Cn3cc(CCCN=C(N)N)nn3)CC2)nc(N2CCN(C(=O)[C@H](C)n3cc(CCCN=C(N)N)nn3)CC2)n1
  A = 56.2µM*	B = 0.5%	C = 27.5%	D = -1.2	E = 4.8%	F = ?	G = -6.6%	H = -14.6%	I = -22.5%
SMILES: CCOC(=O)/C(=C/C=C/c1ccccc1)NC(=O)c1ccccc1
  A = 13.9%[59 µM]	B = 6.8%	C = -16.6%	D = -12.0	E = -4.7%	F = -5.0%	G = ?	H = -10.8%	I = -8.1%

Looked up above:
CCOC(=O)/C(=C/C=C/c1ccccc1)NC(=O)c1ccccc1 | PI4K2A inh = -12.0
C#CCOCCOCCOCCNc1nc(N2CCN(C(=O)Cn3cc(CCCN=C(N)N)nn3)CC2)nc(N2CCN(C(=O)[C@H](C)n3cc(CCCN=C(N)N)nn3)CC2)n1 | G9a inh = 56.2µM*

Limited to Pin1 inhibitor, Tb PGK inh and BAZ2B block, for some of the entries so far:
| canonical_smiles | Pin1 inhibitor | Tb PGK inh | BAZ2B block |
| --- | --- | --- | --- |
| COc1ccc(Cn2ccc(=O)c(Cc3c(Cl)cccc3Cl)c2C)cc1 | -2.1% | -14.5% | -3.5%[57.1 µM] |
| C#CCOCCOCCOCCNc1nc(N2CCN(C(=O)Cn3cc(CCCN=C(N)N)nn3)CC2)nc(N2CCN(C(=O)[C@H](C)n3cc(CCCN=C(N)N)nn3)CC2)n1 | -6.6% | 4.8% | ? |
| CCN(C(=O)c1ccc2c(OC)n(CC)nc2c1)c1ccc(OC)cc1 | -9.5% | -6.3% | -5.9% |
| COc1ccc(NC(=O)c2csnn2)cc1Cl | -8.9% | . | -32.3% |
| CCOC(=O)/C(=C/C=C/c1ccccc1)NC(=O)c1ccccc1 | ? | -4.7% | -5.0% |

Screening data (PubChem BioAssay)
